Rtt109 Vps75: C. albicans Rtt109 histone acetyltransferase inhibition | Q5AAJ8 | purified Rtt109/Vps75, ThioGlo CoA-SH fluorescence, 4 h | inhibition, % at 34.9 µM | 330,000 tested, 0.16% active | AID 540336;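 active = inhibition of at least 50% in every replicate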
Target sequence (Q5AAJ8 whole entry, looked up): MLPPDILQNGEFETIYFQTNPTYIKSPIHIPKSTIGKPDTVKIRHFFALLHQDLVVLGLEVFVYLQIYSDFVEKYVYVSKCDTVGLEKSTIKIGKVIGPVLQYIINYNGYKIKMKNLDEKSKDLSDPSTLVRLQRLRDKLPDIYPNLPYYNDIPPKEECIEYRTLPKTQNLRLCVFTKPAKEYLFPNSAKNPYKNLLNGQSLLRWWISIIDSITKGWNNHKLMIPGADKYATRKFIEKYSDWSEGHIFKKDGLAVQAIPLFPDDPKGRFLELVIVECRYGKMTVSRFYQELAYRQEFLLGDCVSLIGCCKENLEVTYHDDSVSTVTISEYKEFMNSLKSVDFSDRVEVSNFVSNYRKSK
PfHsp90 yeast 2: inhibits growth of yeast expressing Plasmodium falciparum Hsp90. inhibition, % at 9.4 µM. 310,000 tested, 0.32% active. AID 504621. S. cerevisiae expressing PfHsp90, BacTiter-Glo ATP, 48 h; yeast lacking PDR1 and PDR3 efflux regulators;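 active = every replicate shows inhibition above about 80%, whatever the replicate mean, limit read from the data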;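 also: 0% = DMSO neutral controls and 100% = 20 µM radicicol positive controls; yeast relying on Plasmodium falciparum Hsp90 in place of its own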
dFosB activator: enhances mouse delta FosB homodimer DNA binding; purified delta FosB, TAMRA-CDK5 oligo fluorescence polarization; percent of positive-control signal above neutral wells; activation, % at 25 µM; 340,000 tested, 0.99% active; P13346;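 active = mean activation above about 17%, with every replicate also reaching it, limit read from the data, passing the limit was not always enough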;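 also: fluorescence polarization rise as delta FosB binds a TAMRA Cdk5 AP-1 oligo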
NSD2 inh: inhibitors of human histone methyltransferase NSD2. O96028. 310,000 tested, 0.54% active. NSD2 peptide methylation, AlphaScreen, 120 min. AID 743445. inhibition, % at 12.5 µM; in the data active = inhibition above about 50%
SR-BI HDL uptake: inhibitors of mouse SR-BI mediated HDL lipid uptake | Q61009 | ldlA[mSR-BI] CHO cells, DiI-HDL uptake fluorescence, 3 h | inhibition, % at 12.5 µM | 320,000 tested, 0.96% active | AID 488896;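 active = mean replicate inhibition of at least 70% and a set share of replicates each scoring 70 or more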;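 also: 0% = median of neutral control wells and 100% = median of positive control wells; values of inactives mirror those of a sister screen read the other way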
Target sequence (Q61009 whole entry, looked up): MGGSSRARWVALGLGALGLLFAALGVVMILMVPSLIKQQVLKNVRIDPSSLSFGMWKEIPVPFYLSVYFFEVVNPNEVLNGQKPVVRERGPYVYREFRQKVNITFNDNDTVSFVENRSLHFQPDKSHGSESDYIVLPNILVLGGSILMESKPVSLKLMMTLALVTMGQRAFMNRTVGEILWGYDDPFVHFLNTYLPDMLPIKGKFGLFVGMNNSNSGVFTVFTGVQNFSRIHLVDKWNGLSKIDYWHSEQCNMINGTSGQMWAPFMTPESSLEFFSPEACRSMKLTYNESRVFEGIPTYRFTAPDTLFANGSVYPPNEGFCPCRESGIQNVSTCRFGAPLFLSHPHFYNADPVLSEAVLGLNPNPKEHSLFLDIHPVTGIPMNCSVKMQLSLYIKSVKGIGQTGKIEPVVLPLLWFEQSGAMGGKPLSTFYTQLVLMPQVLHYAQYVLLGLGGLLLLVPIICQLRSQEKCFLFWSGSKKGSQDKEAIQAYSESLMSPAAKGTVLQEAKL
SR-BI uptake up: enhances SR-BI lipid uptake from DiI-HDL. CHO ldlA[mSR-BI] cells, DiI-HDL uptake fluorescence, 3 h; 100 = double the neutral-control signal. activation, % at 12.5 µM. 320,000 tested, 0.096% active. AID 504775;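 active = mean replicate activation of at least 60% and every replicate at or above 60%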;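 also: 0% = median plate neutral-control signal and 100% = twice that signal; values of inactives mirror those of a sister screen read the other way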
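Test system: SR-BI-overexpressing, LDLR-lacking CHO cells; Also added: labelled HDL, 10 µg/mL; Measured by: bottom-read cell fluorescence after medium removal, ex 550/em 595 nm; Timing: 3 h uptake period with compound, 37 °C; Buffer or medium: F12, 0.5% BSA, 25 mM HEPES; Doses: single compound concentration, delivered by pin transfer.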
CAL PDZ FP-1: blocks peptide binding to human CAL PDZ domain; 330,000 tested, 0.02% active; purified CAL PDZ, TMR-peptide fluorescence polarization, 1 h; Q9HD26; inhibition, % at 20 µM; AID 504414;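 active = highest replicate inhibition of at least 40%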;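 also: plate controls were DMSO neutral control wells for no effect and unlabeled competitor peptide control wells for full effect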
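Material: tagged CAL PDZ domain; buffer or medium: 25 mM sodium phosphate pH 7.4, 150 mM NaCl, TCEP, IgG, Thesit; compound dosing: single point, 20 µM; schedule: 1 h incubation at room temperature before polarization reading; measured by: FP readout, S and P plane fluorescence; read-out basis: percent inhibition from loss of millipolarization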
MITF TRPM1 HTS: increases MITF-driven TRPM1 promoter luciferase signal; 300,000 tested, 0.75% active; SK-MEL-5 TRPM1-promoter luciferase, 24 h; % of positive control, neutral wells = 0; activation, % at 12.5 µM;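 active = mean activation of at least 80% with every replicate also reaching 80%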;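 also: 0% = neutral control wells and 100% = parthenolide positive control wells; values of inactives mirror those of a sister screen read the other way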
CAL PDZ FP-2: CAL PDZ (human) peptide binding inhibition. purified CAL PDZ, TMR-peptide fluorescence polarization, 1 h. inhibition, % at 24.9 µM. 300,000 tested, 0.92% active. AID 602252;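 active = mean inhibition of at least 30% with at least half of replicates also reaching 30%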;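 also: 0% = DMSO neutral control and 100% = excess unlabeled competitor peptide PRC23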
PvdQ acylase: blocks Pseudomonas aeruginosa PvdQ acylase activity. AID 488965. inhibition, % at 10 µM. 340,000 tested, 0.063% active. purified PvdQ acylase, fluorescence plate reader; in the data active = inhibition above about 30%, passing the limit was not always enough;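 also: 0% = vehicle neutral wells and 100% = reference inhibitor wells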
Numbers without * were called inactive; i = inactive; . = no result given.

| compound | Rtt109 Vps75 | PfHsp90 yeast 2 | dFosB activator | NSD2 inh | SR-BI HDL uptake | SR-BI uptake up | CAL PDZ FP-1 | MITF TRPM1 HTS | CAL PDZ FP-2 | PvdQ acylase |
| --- | --- | --- | --- | --- | --- | --- | --- | --- | --- | --- |
| CCOC(=O)C(C(C)=O)C(c1ccc(OC)cc1)C(C(C)=O)C(=O)OCC (stereo unspecified) | -4 | 4 | -7 | -2 | . | . | -2.1 | 5 | 2 | -6 |
| O=C(CNC(=O)c1ccc(S(=O)(=O)N2CCCCC2)cc1)N/N=C/c1ccco1 | . | -3 | -3 | 4 | 48 | -48 | -3.0 | 5 | 15 | -5 |
| Cc1ccc2c(c1)-c1c(ssc1=S)C(C)(C)N2C(=O)CSc1nncn1C | -2 | 5 | -3 | 13 | 26 | -26 | 0.1 | 9 | -2 | 10 |
| COc1ccc(CNC(=O)Nc2cc(C)cc(C)c2)cc1 | -4 | -8 | 13 | -2 | . | . | -1.7 | 33 | 2 | -3 |
| Nc1nc(SCC(=O)O)[nH]c(=O)c1NC(=O)c1ccco1 | -2 | -17 | -3 | -1 | -2 | 2 | -0.6 | -5 | . | -1 |
| O=C(CN1CCCCC1)Nc1c2c(nc3ccccc13)N(c1ccccc1)CC2 | -20 | -7 | 56* | 0 | -9 | 9 | 1.0 | -36 | . | -6 |
| CC(C)C(=O)Nc1ncc(Cc2ccc(Cl)cc2)s1 | -6 | -6 | -1 | 2 | 7 | -7 | 0.1 | 22 | -2 | 7 |
| Fc1ccc(C2=CC(c3ccco3)n3ncnc3N2)cc1 (stereo unspecified) | -1 | -28 | -18 | 2 | 2 | -2 | -1.6 | -12 | 8 | -8 |
| Cc1ccc(OCCCC(=O)Nc2nncs2)cc1 | 2 | -8 | -1 | 0 | 10 | -10 | -1.2 | 12 | 0 | 6 |
| Nc1nn2cc(-c3ccc(Br)cc3)nc2c2ccccc12 | 0 | -3 | 12 | -2 | . | . | -2.7 | 55 | -5 | -8 |
| CCOc1nc(-c2ccc(Cl)cc2Cl)ccc1C#N | -1 | -25 | 3 | -4 | 53 | -53 | 0.4 | . | -1 | -15 |
| Cc1ccc(NC(NC(=O)c2ccccn2)C(Cl)(Cl)Cl)cc1 (stereo unspecified) | 4 | 5 | -5 | 0 | -8 | 8 | -1.7 | 8 | -2 | 2 |
| Cn1cc(CCC(=O)N2CCCC(CCC(=O)NCc3ccccc3F)C2)cn1 (stereo unspecified) | 18 | 0 | -9 | 0 | . | . | -2.9 | -4 | 1 | 3 |
| O=C(O)CSc1nnc(COc2cccc3ccccc23)o1 | 1 | 7 | -12 | 4 | 2 | -2 | -0.6 | . | -1 | -14 |
| O=C(NCCc1ccc2c(c1)OCCO2)c1cccc(F)c1 | . | -12 | -4 | 0 | -15 | 15 | -2.7 | 39 | 0 | -14 |
| CCCC(C(=O)NCc1ccc(OC)cc1)N(Cc1ccco1)C(=O)c1snc(C(N)=O)c1N (stereo unspecified) | 2 | -1 | -2 | -3 | -14 | 14 | -0.8 | -11 | -4 | -10 |
| COc1ccc2oc3cc(C)[n+]([O-])c(-c4ccc(C)cc4)c3c2c1 | 17 | -3 | -2 | -1 | -4 | 4 | -2.2 | 3 | -2 | 1 |
| Cc1cc(Cl)c2oc(C(=O)N(C)CCc3cnn(C)c3)c(C)c2c1 | 0 | -90 | -4 | 0 | 5 | -5 | -1.5 | -1 | -11 | -17 |
| COc1cccc(C2C(C#N)=C(N)Oc3cc(N)ccc32)c1OC (stereo unspecified) | -2 | -12 | -15 | 5 | 16 | -16 | -0.9 | 8 | -5 | -12 |
| CNC(=O)c1ccc(=O)n(Cc2cccc(C(F)(F)F)c2)c1 | -4 | 8 | -1 | -4 | 15 | -15 | 0.2 | -7 | -1 | -20 |
| CCc1ccc(NC(=O)C2CCN(S(C)(=O)=O)CC2)cc1 | 1 | 5 | -2 | -2 | 2 | -2 | -3.1 | 7 | 23 | -3 |
| CCN1N=C(c2ccccc2)Cn2c1nc1ccccc12 | -4 | -78 | 2 | -10 | -1 | 1 | . | -4 | -4 | -13 |
| Cc1ccc(-c2nnc(Nc3ccc4c(c3)nc(C)n4C)c3ccccc23)cc1 | -10 | 13 | 9 | 9 | 22 | -22 | -0.6 | 4 | 4 | -1 |
| CCN(CC)Cc1cc(C(C)=O)ccc1OCC(C)C | -1 | 8 | 6 | 1 | -19 | 19 | -1.8 | -7 | . | 0 |
| Cc1cc(=O)oc2cc(OCC(=O)NC3CCN(Cc4ccccc4)CC3)ccc12 | 8 | -7 | -16 | 2 | 15 | -15 | -1.9 | -2 | -4 | 8 |
| CC1(C)CC2CC(C)(CN2C(=O)COC(=O)c2ccc(Cl)c(N)c2)C1 (stereo unspecified) | 8 | . | -9 | -3 | 11 | -11 | -0.7 | 7 | -6 | -11 |
| N#C/C(=C\c1cccc(OCC(=O)O)c1)c1nc2ccccc2[nH]1 | -2 | 20 | -10 | -4 | 8 | -8 | -0.4 | -7 | -2 | -8 |
| CCOc1c(OC)cccc1C1CC(=O)Nc2cc(OC)c(OC)cc21 (stereo unspecified) | -1 | -13 | -5 | . | 1 | -1 | -1.0 | . | -2 | -2 |
| Cn1c(=O)cc(C(=O)N/N=C/c2ccc(F)cc2)[nH]c1=O | -4 | -11 | -1 | -6 | -3 | 3 | 1.2 | . | 2 | -3 |
| O=C(COc1ccc(-c2ccccc2)cc1)N1CCCC1 | -1 | 11 | -9 | -5 | -1 | 1 | -4.0 | -1 | -5 | -14 |
| CC12CCC(=O)N1C(C(=O)NNC(=O)COc1ccc(Br)cc1)CS2 (stereo unspecified) | -1 | -4 | 3 | -1 | -25 | 25 | -3.2 | 2 | -2 | 1 |
| CCOc1cccc(NC(=O)CSc2sc3c(O)cc(=O)[nH]c3c2C#N)c1 | 6 | 15 | -10 | . | -20 | 20 | -3.0 | -3 | -1 | 7 |
| COc1ccc(CCn2c(=N)c(C(=O)NCc3ccco3)cc3c(=O)n4ccccc4nc32)cc1 | 4 | -10 | -1 | . | . | . | -3.2 | -34 | -5 | -12 |
| CN1CCN(S(=O)(=O)c2ccc3c4c(cccc24)C(=O)N3)CC1 | -17 | -6 | 1 | . | -8 | 8 | -0.2 | 3 | 8 | -17 |
| CC(C)CNC(=S)NC(=O)c1ccccc1Cl | 4 | -16 | 3 | -1 | -10 | 10 | 1.3 | 31 | 2 | -1 |
| COc1cccc(CCc2nnc(CCC(=O)NC(C)Cc3cccs3)o2)c1 (stereo unspecified) | 38 | 5 | -4 | 39 | 28 | -28 | 1.2 | -1 | -2 | 2 |
| CSc1nc2c(c(=O)[nH]1)C(c1ccc(C(F)(F)F)cc1)CC(=O)N2 (stereo unspecified) | -8 | 14 | 2 | 2 | -15 | 15 | -0.9 | 10 | -1 | -3 |
| O=C(COC(=O)c1cc[n+]([O-])cc1)Nc1ccc(F)c([N+](=O)[O-])c1 | 2 | -8 | -1 | -2 | 17 | -17 | -2.3 | 3 | -3 | -10 |
| COC(=O)c1cc(NC(=O)COC(=O)CN2C(=O)C3CC=CCC3C2=O)cc(C(=O)OC)c1 (stereo unspecified) | -5 | 28 | -12 | 4 | 19 | -19 | -3.7 | 6 | -3 | 3 |
| COc1ccccc1CNC(=O)Cn1cccc1C(=O)c1ccccc1C | 2 | -28 | -15 | 1 | 18 | -18 | -0.8 | 26 | 2 | -15 |
| COC(=O)C1=C(C(=O)c2ccc(C)cc2)C(c2ccccc2)n2nnnc2N1 (stereo unspecified) | 0 | -13 | -2 | -2 | 7 | -7 | . | 1 | -1 | 10 |
| N=c1c(C(=O)NC2CCCC2)cc2c(=O)n3ccccc3nc2n1CC1CCCO1 (stereo unspecified) | i | -4 | -3 | -1 | . | . | -1.1 | 9 | . | -30 |
| O=C(N/N=C\c1c[nH]c2ccccc12)c1ccc(O)cc1 | -15 | -21 | -4 | -3 | 7 | -7 | -0.2 | -1 | -1 | 18 |
| COc1cccc(-c2cc(C(=O)N3CCN(C(c4ccccc4)c4ccccc4)CC3)no2)c1 | 4 | -20 | -6 | -1 | 4 | -4 | 0.8 | 2 | . | -15 |
| Cc1cc(OC(=O)c2cc(Cl)nc3ccccc23)ccc1Cl | 3 | 12 | -5 | 6 | 16 | -16 | -0.9 | . | -4 | -24 |
| COc1ccc(NC(=O)c2ccc3c(c2)C(=O)N(Cc2cccnc2)C3=O)c(OC)c1 | 0 | 7 | 2 | 3 | 17 | -17 | 0.2 | -8 | . | -7 |
| CS(=O)(=O)N1CCC(C(=O)NCc2ccco2)CC1 | 4 | 11 | -9 | 0 | -37 | 37 | -1.5 | -10 | -1 | -6 |
| COCc1cc(C)nc(SCC(=O)Nc2nc(C)cs2)c1C#N | -2 | 0 | -9 | -14 | 25 | -25 | -0.6 | 9 | 0 | 7 |
| CCOC(=O)COc1ccccc1C(=O)c1cnn(-c2ccccc2)c1 | -1 | 13 | -7 | -13 | 30 | -30 | -1.5 | 51 | 1 | -16 |
| CC(=O)N1c2ccc(S(=O)(=O)N3CCCC3)cc2CC1C(=O)NCc1ccc(N(C)C)cc1 (stereo unspecified) | 27 | 16 | -6 | 0 | -7 | . | -2.1 | 3 | 13 | 6 |
| COc1ccccc1NC(=O)c1ccc(CN2CCOCC2)cc1 | 5 | 1 | 9 | 1 | 26 | -26 | -1.4 | 8 | 0 | 2 |
| CN1CCN(C(=O)c2ccc3c(c2)N(Cc2ccc(F)cc2)C(=O)c2ccccc2S3=O)CC1 (stereo unspecified) | 1 | -39 | -5 | . | -7 | 7 | -1.3 | . | . | -10 |
| COc1cc(OC)c(OC)cc1/C=N/NC(=S)NCCN1CCOCC1 | 1 | -12 | -1 | -1 | -28 | 28 | -1.9 | -17 | . | 6 |
| Cc1cccc(Nc2ncnc3ccccc23)c1 | -1 | -10 | -7 | -1 | -6 | 6 | -2.7 | 1 | -2 | -5 |
| NS(=O)(=O)c1ccc(CCNC(=O)c2cc(-c3ccc(Br)cc3)nc3ccccc23)cc1 | -2 | 1 | 79* | -1 | 56 | -56 | -1.8 | 21 | -4 | 1 |
| Cc1ccc(NC(=O)c2ccccc2)cc1-n1cnnn1 | -4 | 11 | -6 | -2 | 13 | -13 | -1.5 | -13 | 0 | -17 |
| O=C(NN=C1CCCCCCC1)c1ccccn1 | -13 | -17 | -10 | -1 | -17 | 17 | -0.2 | 14 | -2 | -11 |
| Cc1cc(OCC(=O)Nc2cnn(CCCC(=O)O)c2)ccc1[N+](=O)[O-] | 13 | -4 | -8 | 2 | 3 | -3 | 0.8 | 9 | . | 9 |
| COc1ccc(C(=O)NCCCNC(=O)c2ccco2)cc1OC | 11 | 5 | -6 | 0 | -19 | 19 | -1.9 | 2 | -3 | 11 |

Bioassay records: PubChem, Broad Institute
